Screening results from PubChem.
hIAP act: increases human intestinal alkaline phosphatase activity; activation factor at 10 µM; AID 2524; purified human IAP, CDP-Star luminescence, 30 min; active compounds read high; 1 = vehicle-only enzyme, 0 = enzyme-free background; 330,000 compounds, 0.16% hits;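 active = activation factor of the enzyme at least 2-fold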; also: the source names both 10 and 20 µM as test concentration; values of inactives mirror those of a sister screen read the other way
Apaf1 inhib: human Apaf-1 inhibition; reconstituted apoptosome caspase-3 activity, DEVD-Rh110 fluorescence; inhibition, % at 20 µM; 330,000 compounds, 0.71% hits; AID 489030; active = inhibition of at least 40% at 20 µM;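 also: plate controls were DMSO wells for no effect and DEVD-CHO caspase inhibitor wells for full effect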
Target sequence (O14727 whole entry, looked up): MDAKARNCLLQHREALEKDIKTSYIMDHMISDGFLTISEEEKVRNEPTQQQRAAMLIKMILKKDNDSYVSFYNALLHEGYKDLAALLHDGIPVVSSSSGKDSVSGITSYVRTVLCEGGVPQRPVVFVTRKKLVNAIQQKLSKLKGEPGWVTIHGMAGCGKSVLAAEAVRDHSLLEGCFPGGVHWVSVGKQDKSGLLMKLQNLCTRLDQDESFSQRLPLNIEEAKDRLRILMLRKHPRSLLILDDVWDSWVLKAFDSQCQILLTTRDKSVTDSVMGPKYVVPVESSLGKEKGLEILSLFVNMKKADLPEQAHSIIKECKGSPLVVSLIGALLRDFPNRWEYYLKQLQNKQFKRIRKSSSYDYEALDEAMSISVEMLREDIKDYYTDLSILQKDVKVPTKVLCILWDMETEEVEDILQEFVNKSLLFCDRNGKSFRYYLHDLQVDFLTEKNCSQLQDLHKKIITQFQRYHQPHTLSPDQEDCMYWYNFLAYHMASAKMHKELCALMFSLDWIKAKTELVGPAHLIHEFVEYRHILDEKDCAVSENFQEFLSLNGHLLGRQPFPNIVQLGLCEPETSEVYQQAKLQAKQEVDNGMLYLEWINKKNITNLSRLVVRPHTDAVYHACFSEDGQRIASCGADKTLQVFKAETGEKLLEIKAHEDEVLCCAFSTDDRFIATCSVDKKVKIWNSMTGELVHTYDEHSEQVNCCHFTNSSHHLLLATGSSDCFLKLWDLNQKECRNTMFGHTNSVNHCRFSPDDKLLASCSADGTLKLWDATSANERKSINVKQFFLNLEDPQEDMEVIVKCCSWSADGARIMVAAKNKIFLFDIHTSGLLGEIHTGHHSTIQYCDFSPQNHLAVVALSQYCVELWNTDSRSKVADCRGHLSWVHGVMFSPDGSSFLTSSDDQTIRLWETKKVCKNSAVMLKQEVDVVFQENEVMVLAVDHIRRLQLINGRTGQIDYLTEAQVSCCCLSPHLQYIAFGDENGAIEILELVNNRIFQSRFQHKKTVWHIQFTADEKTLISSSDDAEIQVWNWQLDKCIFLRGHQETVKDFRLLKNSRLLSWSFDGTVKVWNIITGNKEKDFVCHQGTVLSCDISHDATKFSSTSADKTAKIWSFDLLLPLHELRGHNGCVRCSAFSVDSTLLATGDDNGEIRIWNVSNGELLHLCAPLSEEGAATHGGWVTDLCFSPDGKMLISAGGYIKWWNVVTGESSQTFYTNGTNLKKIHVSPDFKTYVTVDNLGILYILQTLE
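Medium: Hepes buffer, pH 7.5 / System: biochemical Apaf-1 apoptosome reconstitution / Measured by: Rh110 fluorescence, excitation 480 nm, emission 540 nm / Times: compound with Apaf-1, dATP, procaspase-3 30 min, then 50 min reaction, room temperature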
tim10-1 inh: inhibits growth of tim10-1 mutant yeast. inhibition, % at 20 µM. AID 463190. 330,000 compounds, 2.2% hits. S. cerevisiae tim10-1 ts strain growth, BacTiter-Glo, 24 h;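 active = inhibition of at least 40%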;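 also: mutant grown at 25 °C; 0% = DMSO wells with yeast and 100% = wells holding no yeast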
TIM10 inh: inhibits growth of TIM10 yeast strain. S. cerevisiae TIM10 strain growth, BacTiter-Glo luminescence, 24 h. 330,000 compounds, 1.4% hits. inhibition, % at 10 µM;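 active = inhibition of 40% or more at the single tested concentration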;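 also: wild-type TIM10 isogenic control strain grown at permissive 25 °C; 0% = DMSO yeast wells and 100% = minimal medium wells without yeast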
NLRP3 yeast inh: blocks the NALP3 inflammasome reconstituted in yeast; inhibition, % at 10 µM; AID 2825; 330,000 compounds, 0.39% hits; Yeast reconstituted NLRP3/ASC/caspase-1, beta-gal luminescence, 24 h;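 active = inhibition of 50% or more; inactive = inhibition below 50%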;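 also: plate controls were induced DMSO wells for no effect and uninduced yeast grown without galactose for full effect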
mIAP activ: increases mouse intestinal alkaline phosphatase activity | muIAP, CDP-Star luminescence, 30 min; active compounds read high; 1 = vehicle-only enzyme signal, 0 = enzyme-free wells | activation factor at 10 µM | 330,000 compounds, 0.24% hits;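 active = activation factor of at least 2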; also: the source names both 10 and 20 µM as test concentration; values of inactives mirror those of a sister screen read the other way
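also added = chemiluminescent substrate CDP-Star | test system = mouse IAP enzyme | signal = chemiluminescence readout | compound = DMSO-dissolved test compounds | incubation = 30 min at room temperature | benchmarks = DMSO wells, no-enzyme wells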
mIAP inh: mouse IAP inhibition; purified mouse IAP, CDP-Star luminescence, 30 min; inhibition, % at 10 µM; 330,000 compounds, 0.2% hits;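 active = inhibition of at least 40% at 10 µM in the primary screen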;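 also: plate controls were DMSO with enzyme for no effect and no enzyme wells for full effect; values of inactives mirror those of a sister screen read the other way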
ATG4B inhibitor: inhibitors of human ATG4B cysteine protease; Q9Y4P1; ATG4B cleavage of LC3-PLA2, NBD-HPC fluorescence, 1 h; inhibition, % at 8.33 µM; 340,000 compounds, 0.51% hits; AID 504462; in the data active = inhibition above about 40%
hIAP block: human IAP inhibition; AID 2544; inhibition, % at 10 µM; P09923; purified IAP, CDP-Star luminescence, 30 min; 330,000 compounds, 0.12% hits;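 active = inhibition reaching a set limit with compound at 10 µM in the primary screen, cut at about 35% in these data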;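 also: plate controls were DMSO wells with enzyme for no effect and no-enzyme buffer wells for full effect; values of inactives mirror those of a sister screen read the other way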
* marks the source's active call; other numbers are inactive results; · = not tested or not shown.

Values in the order: hIAP act	Apaf1 inhib	tim10-1 inh	TIM10 inh	NLRP3 yeast inh	mIAP activ	mIAP inh	ATG4B inhibitor	hIAP block
Cc1nn(C(C)C(=O)NCCN2CCCCCC2)c(=O)c2nn(-c3ccccc3)c(C)c12 (stereo not given)
  1.15	9.5	-3.6	-1.4	0.8	1.07	-7.3	-0.2	-15.0
CCC(C)NC(=O)CN1C(=O)COc2ccc(S(=O)(=O)N3CCOCC3)cc21 (stereo not given)
  1.02	-14.2	13.9	-9.8	3.7	1.01	-1.5	-14.3	-2.3
NC(=O)c1ccc(-n2nnnc2SCC(=O)Nc2ccccc2-c2ccccc2)cc1
  1.09	-1.1	17.0	-5.3	13.4	1.02	-2.1	34.4	-8.9
O=C(CN1C(=O)NC2(CCCC2)C1=O)N1CCN(S(=O)(=O)c2ccccc2Br)CC1
  1.04	5.8	-22.7	4.7	19.2	0.95	5.0	-1.1	-3.7
COc1cc(/C=C/C(=O)N2CC(C)OC(C)C2)cc(OC)c1OC (stereo not given)
  1.11	1.0	-2.5	0.9	-2.4	0.975	2.5	2.9	-10.6
COc1ccc(N(CC(=O)Nc2cccc(OC)c2)S(=O)(=O)c2c(C)nn(C)c2C)cc1
  1.02	7.0	28.3	9.8	21.1	1.05	-4.9	-0.6	-2.5
CC(C)CCOC(=O)C1C2C=CC3(CN(Cc4cccs4)C(=O)C13)O2 (stereo not given)
  1.09	9.5	12.3	4.8	17.0	0.93	7.0	1.5	-8.8
Cc1cc(C)c(S(=O)(=O)c2cccc(Br)c2C)c(=O)[nH]1
  1.02	12.2	13.4	5.6	1.9	0.969	3.1	6.0	-1.7
Cc1cc(-c2ccccc2)nc2[nH]n(-c3ccccc3)c(=O)c12
  0.916	14.4	-62.6	-32.6	14.5	0.998	0.2	-3.1	8.4
Cc1nc(-c2ccccn2)nc(N(C)c2ccccc2)c1Cl
  1.11	11.7	18.3	27.7	36.6	0.941	5.9	-0.3	-10.6
C/C(=N\Nc1ncc(Cl)cc1Cl)c1ccc(OC(F)F)cc1
  0.97	13.9	13.1	6.2	4.6	0.983	1.7	-9.8	3.0
CCOC(=O)c1c(NC(=O)C2CC(Cl)=CCC2C(=O)O)sc2c1CC(C)(C)OC2 (stereo not given)
  1.02	9.6	4.9	0.7	-2.6	1.08	-8.1	-8.2	-2.2
Cc1ccc(S(=O)(=O)N(C)CCCC(=O)N2CCCCC2)cc1
  1	-3.5	-3.0	-8.4	21.7	0.934	6.6	2.4	-0.3
Cc1ccc(C(=O)CSc2nnc(CNc3nc(-c4ccccc4)cs3)n2C)cc1
  0.872	25.2	19.3	23.6	11.0	0.865	13.5	-23.9	12.8
Cc1ccc2nc(Cc3ccc(N)cc3)[nH]c2c1
  1.13	-9.8	-0.7	-8.1	-0.5	1.16	-15.8	-2.6	-12.9
COc1cccc(NC(=O)COC(=O)CC2CC3CCC2C3)c1 (stereo not given)
  0.973	-1.9	-3.2	30.9	7.1	1.11	-11.3	-3.3	2.7
CCOc1cc(N2CCOCC2)c(OCC)cc1NC(=O)Cc1cccc(OC)c1
  1.07	2.6	6.4	8.6	19.6	1.02	-1.9	-1.6	-6.8
O=C(O)CCSSCCC(=O)O
  0.748	-1.0	11.8	2.4	-8.1	0.98	2.0	0.9	25.2
O=S(=O)(Nc1ccc(N2CCOCC2)cc1)c1ccc(Cl)s1
  0.931	0.8	7.3	-14.8	20.3	1.06	-6.0	4.9	6.9
COc1ccccc1NC(=O)C(C)N1CCN(C/C=C/c2ccccc2)CC1 (stereo not given)
  1	9.3	20.0	8.7	5.1	0.979	2.1	-12.0	-0.4
COc1cc(C)ccc1OCc1cc(C(=O)N2CCN(C)C[C@@H]2c2ccccc2)no1
  1.1	4.3	6.8	4.4	12.6	1.01	-1.5	-1.4	-9.7
CC(C)=N/N=C1/NC(=O)C(CC(=O)Nc2cc(Cl)ccc2C)S1 (stereo not given)
  0.977	-4.6	11.2	0.2	9.7	1.03	-2.8	5.0	2.3
COc1cccc(OC)c1C(=O)NC(=S)Nc1ccc2oc(-c3ccncc3)nc2c1
  1.07	12.6	-61.9	-46.6	24.1	0.952	4.8	-3.2	-7.4
Cc1c(C(=O)Cc2ccccc2)n(C)c2ccccc12
  1.13	17.2	-7.1	9.4	22.3	0.882	11.8	-17.1	-12.8
NC(=O)[C@@H]1CCCN1Cc1c(C(=O)N2CCN(C3CCCCC3)CC2)nc2ccccn12
  1.03	7.4	-16.8	2.8	9.7	0.999	0.1	0.7	-3.0
O=C(O)CC(NC(=O)Cc1ccccc1)c1cc([N+](=O)[O-])ccc1Cl (stereo not given)
  1.05	-13.5	1.0	0.3	7.1	1.01	-0.9	-2.7	-4.6
O=C(CN1CCN(c2ccc(F)cc2)CC1)Nc1ccccc1Br
  0.842	22.9	26.9	15.6	-0.4	0.944	5.6	-5.6	15.8
COc1ccc(CNC(=O)C2CCN(c3cc(C(=O)Nc4cccc(OC)c4)ccn3)CC2)cc1
  0.818	18.4	36.0	4.5	19.8	1.03	-3.4	12.4	18.2
NC(=O)c1ccc(-n2nnnc2SCc2ccccc2)cc1
  0.908	8.8	39.8	4.9	10.6	1.11	-11.2	33.7	9.2
CC(OC(=O)C1=COCCO1)C(=O)NC(C)c1ccc(Cl)cc1Cl (stereo not given)
  1.16	7.2	-2.1	0.1	-3.2	1.04	-3.6	-0.7	-16.3
CC(C)C(NC(=O)c1ccccc1)C(=O)NCCc1ccccc1 (stereo not given)
  1.05	-0.2	-11.2	-16.1	17.4	0.983	1.7	-2.0	-5.3
O=C(O)c1nnn(-c2cc(C(F)(F)F)cc(C(F)(F)F)c2)c1-c1ccccc1
  1.18	0.2	0.4	41.4*	-7.1	0.933	6.7	3.7	-17.9
COc1cc(NC(=O)CSCc2cnn(-c3ccccc3)c2-n2cccc2)cc(OC)c1
  1.18	27.2	10.2	18.3	17.5	1.25	-25.3	-9.9	-17.6
O=C(CSCc1c(Cl)cccc1Cl)NN1C(=O)c2ccccc2C1=O
  0.912	-3.1	28.1	1.9	17.7	0.9	10.0	26.4	8.8
Cc1cccc(C(=O)NCC(=O)N2CCN(S(=O)(=O)c3ccccc3)CC2)c1
  1.03	13.2	10.5	-0.5	24.3	1.01	-1.4	5.3	-3.5
CCSCC1COC(c2cccn2Cc2ccc(C)cc2)=N1 (stereo not given)
  0.95	7.0	27.7	15.0	19.1	0.973	2.7	7.3	5.0
Cc1ccc(NC(=O)CSc2nnc(-c3cccs3)o2)cc1S(=O)(=O)N(C)C
  1.01	3.9	13.7	2.1	10.7	0.968	3.2	·	-1.2
COc1ccc(OCCSc2nnc(CCNC(=O)c3ccc(OC)cc3)n2C)cc1
  0.985	-0.8	26.3	-13.9	-11.7	0.911	8.9	5.3	1.5
O=[N+]([O-])c1cccc(S(=O)(=O)Nc2cccc(-c3ccc(N4CCOCC4)nn3)c2)c1
  0.8	10.2	6.8	4.7	10.7	1.02	-2.4	-0.7	20.0
OC(CCN1CCOCC1)c1ccccc1 (stereo not given)
  0.855	-7.3	-11.9	3.6	20.2	0.952	4.8	-0.1	14.5
O=C(Cc1ccc(Cl)cc1)NCC(=O)N1CCCC1
  1.16	6.1	10.0	-10.8	1.8	1.14	-14.4	-3.4	-15.9
Cc1cccc(N(CC(O)CN2CCOCC2)S(=O)(=O)c2ccccc2)c1 (stereo not given)
  1.28	-2.1	3.3	-9.8	1.6	1.21	-20.5	-1.3	-28.1
O=C(CSc1cc(Cl)ccc1Cl)Nc1ccc(N2CCOCC2)cc1
  0.865	14.4	31.1	4.4	26.0	1.28	-27.7	-10.4	13.5
CCOC(=O)Cc1c(C)nc2c(-c3ccccc3)c(C)[nH]n2c1=O
  0.885	-1.6	9.6	-15.8	5.7	0.995	0.5	1.1	11.5
O=c1[nH]cc(NCCc2ccccc2)c(=O)[nH]1
  1.04	-1.6	-0.3	7.0	1.8	1	-0.4	-4.0	-4.0
CCC(Cc1ccccc1)NS(=O)(=O)c1c(C)nc2scc(C)n2c1=O (stereo not given)
  0.918	14.4	17.1	9.9	1.4	1.02	-1.8	7.2	8.2
COC(C/C=C\[C@@H](O)[C@@H](C)OCc1ccccc1)OC
  1.01	-11.5	-1.6	-4.3	12.5	0.984	1.6	-3.7	-0.9
CNC(=O)c1ccc(NC(=O)c2ccc3c(=O)n4c(nc3c2)CCC4)cc1
  1.14	-10.1	-9.4	7.3	13.5	1.05	-5.1	-0.3	-14.3
CC1=CCC(C(=O)O)(C(=O)N/N=C/c2cccnc2)C(c2ccccc2)C1 (stereo not given)
  0.911	-0.7	17.2	11.2	15.8	1.01	-0.6	-1.9	8.9
Cc1cc(C)n(-c2ccc(C(=O)Nc3cccnc3)cc2)n1
  1.22	-17.2	-2.1	10.0	7.6	0.947	5.3	5.8	-21.5
CCOC(=O)Cn1c(=O)c2c(nc3n2CCN3Cc2ccccc2)n(C)c1=O
  1.07	-1.2	20.4	4.6	0.2	0.962	3.8	-5.7	-6.6
CCOCc1nnc(NC(=O)CCc2ccccc2)s1
  1.23	7.6	16.1	0.2	6.4	1.07	-6.7	4.4	-23.4
Cc1ccc2c(c1)C(c1ccccc1)N(C(=O)c1ccc(Br)o1)CC(=O)N2 (stereo not given)
  0.985	15.0	23.0	15.1	16.1	1.05	-4.8	-10.1	1.5
COc1cc(/C=N/NC(=O)c2ccc(CN(C)S(=O)(=O)c3ccc(C)cc3)cc2)ccc1O
  1.01	16.8	12.5	21.2	-0.2	0.882	11.8	-27.2	-1.0
Cc1ccc(S(=O)(=O)N2CCN(CC(=O)Nc3ccc([N+](=O)[O-])cc3)CC2)cc1C
  0.925	11.2	26.5	28.3	-1.3	1.09	-8.8	-14.6	7.5
O=C(Nc1cccc(F)c1)NC1(C(=O)N2CCOCC2)CCCCC1
  1.15	-17.5	6.9	-3.3	1.3	0.969	3.1	0.5	-15.1
COc1ccc(C(=O)CSc2nc3ccc([N+](=O)[O-])cc3[nH]2)cc1
  0.924	23.0	14.3	-1.8	17.2	0.882	11.8	26.6	7.6
O=C(Cn1nnc(-c2ccc(CN3CCOCC3)cc2)n1)NC1CCCCC1
  0.84	3.3	12.1	0.9	6.9	0.948	5.2	-6.9	16.0
N#CC(c1ccncc1)(c1ncc(C(F)(F)F)cc1Cl)N1CCOCC1 (stereo not given)
  0.787	1.2	26.0	7.6	21.8	0.987	1.3	6.2	21.3
Cc1ccc2c(c1)NC(=O)C(CC(=O)NCCCN1CCCC1=O)O2 (stereo not given)
  1	9.5	2.1	11.2	18.2	0.971	2.9	-0.9	-0.5
CCCCNC(=O)Nc1nnc(-c2ccccc2)o1
  1.02	-1.2	-1.5	-8.4	15.5	1.05	-4.8	-12.1	-1.7

Rewritten field by field: entries from further up.
structure: O=C(CSCc1c(Cl)cccc1Cl)NN1C(=O)c2ccccc2C1=O
  hIAP act = 0.912	Apaf1 inhib = -3.1	tim10-1 inh = 28.1	TIM10 inh = 1.9	NLRP3 yeast inh = 17.7	mIAP activ = 0.9	mIAP inh = 10.0	ATG4B inhibitor = 26.4	hIAP block = 8.8

structure: Cc1cccc(C(=O)NCC(=O)N2CCN(S(=O)(=O)c3ccccc3)CC2)c1
  hIAP act = 1.03	Apaf1 inhib = 13.2	tim10-1 inh = 10.5	TIM10 inh = -0.5	NLRP3 yeast inh = 24.3	mIAP activ = 1.01	mIAP inh = -1.4	ATG4B inhibitor = 5.3	hIAP block = -3.5
